Screening results as filed in PubChem.
AmpC inh det = blocks E. coli AmpC beta-lactamase in presence of detergent. P00811. purified AmpC, nitrocefin hydrolysis with detergent. Potency, µM (top dose mostly 28.7 µM), inactives show top-dose activity change, negative = inhibition. 71,000 compounds, 0.09% hits. AID 584; active = well fitted curve in the direction sought with a large enough effect
Target sequence (P00811 whole entry, looked up): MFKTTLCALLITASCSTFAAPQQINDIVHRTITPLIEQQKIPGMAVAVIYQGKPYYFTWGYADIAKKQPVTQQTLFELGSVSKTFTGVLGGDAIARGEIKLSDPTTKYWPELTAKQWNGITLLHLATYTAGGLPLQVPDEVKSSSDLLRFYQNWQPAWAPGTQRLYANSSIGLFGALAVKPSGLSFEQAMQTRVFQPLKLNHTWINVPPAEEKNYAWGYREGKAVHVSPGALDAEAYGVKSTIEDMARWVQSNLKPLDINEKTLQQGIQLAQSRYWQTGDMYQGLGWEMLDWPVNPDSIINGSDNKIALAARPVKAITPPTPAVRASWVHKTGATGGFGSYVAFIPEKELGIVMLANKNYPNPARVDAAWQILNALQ
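E. coli AmpC (5.3 nM) in 20 mM phosphate pH 7.0 with 0.01% Triton X-100, preincubated 15 min RT with compound; nitrocefin (2 uL of 800 uM stock) hydrolysis followed by 480 nm absorbance every 20 s over 4 min.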
* = called active by the depositor; & = joins results of further samples; [ ] = remark or other dose. % is set by controls: 0 for no effect and ±100 for the full control effect; potency is the fitted concentration of half-maximal effect. Only part of the results is shown, so the mix of outcomes need not match the whole.

structure	AmpC inh det
O=C(CN1C(=O)COc2ccccc21)NCCC1=CCCCC1	4.6%
CCOC(=O)c1cnc2c(cnn2CC)c1NN=C(C)C	-3.8%&-1.1%
Cc1nc2cnc(N(C)C)nc2n(C2CC2)c1=O	-3.8%
c1ccc(-c2nc(N3CCN(c4ccccc4)CC3)nc(-n3ccnc3)n2)cc1	-3.4%
CC12CCCCC1N(O)CN2O (stereo not given)	-0.6%
CC(C)(C)NC[C@@H](O)COc1ccccc1C1CCCC1	-2.4%[12.8 µM]
CC1(C)N([O-])C(c2cccs2)=C[N+]1=O	-1.3%
CCCCCCCCCCCCCCC/C=C\[C@H](O)[C@@H](NC(=O)CCCCCCCCCCCCC)OC (tested in a mixture with another compound)	-2.8%
CC12CCC(C(=O)N3CCN(C(=O)C45CCC(C)(C(=O)O4)C5(C)C)CC3)(OC1=O)C2(C)C	7.8%
COC(=O)c1onc(C(=O)c2ccccc2)c1C(=O)OC	13.5%
COc1ccccc1N1CCN(CCCCNS(=O)(=O)c2cccc3c(N(C)C)cccc23)CC1	-2.4%
C[C@@H]1CCC/C=C\[C@H]2C[C@H](O)C[C@@H]2[C@H](O)/C=C\C(=O)O1	-3.7%
COc1ccc(C2C3=C(CC(C)(C)CC3=O)Nc3c2c(=O)[nH]c2nc(C)nn32)cc1 (stereo not given)	-1.3%
Cn1c(=N)c(S(=O)(=O)c2ccccc2)cc2c(=O)n3ccccc3nc21	-5.6%
CCCOc1cccc(C(=O)O)c1	-0.7%
COc1ccc(-c2nc3cnc(OC)nc3n(-c3ccccc3)c2=O)cc1	0.7%
CNc1cc(-c2c(C)noc2C)ncn1	10.1%
CCC(C)(C)n1nnnc1C(c1ccc2ncccc2c1)N1CCN(Cc2ccc3c(c2)OCO3)CC1 (stereo not given)	-2.0%
CC(C)(N)CO[C@H]1C[C@H]2CC[C@@]1(C)C2(C)C	-1.4%[5.75 µM]
O=S(=O)(N1CCOCC1)n1c(Cc2ccccc2)nc2ccccc21	-3.3%
COc1ccc(-c2nnc(SCC(=O)NC(C)C)n2CC2CCCO2)cc1OC (stereo not given)	15.1%
COCCn1c(=O)c(-c2ccccc2)nc2cnc(OCc3ccccc3)nc21	3.0%
CCOC(=O)N1CCC(NC(=O)Cn2ncc3ccccc32)CC1	-1.5%
O=C(Nc1ccccc1F)N(CCCN1CCOCC1)Cc1cc2cc3c(cc2[nH]c1=O)OCCO3	10.5%
CC1CCc2c(sc(NC(=O)c3noc4c3CCCC4)c2C(N)=O)C1 (stereo not given)	-0.8%

The closing two entries of the part above lead into the next.
structure	AmpC inh det
O=C(Nc1ccccc1F)N(CCCN1CCOCC1)Cc1cc2cc3c(cc2[nH]c1=O)OCCO3	10.5%
CC1CCc2c(sc(NC(=O)c3noc4c3CCCC4)c2C(N)=O)C1 (stereo not given)	-0.8%
Cc1ccc2c(c1)nnn2C1CCN(C(=O)NC23CC4CC(CC(C4)C2)C3)CC1	1.8%
Cc1ccc(S(=O)(=O)N2CCCCC2)cc1C(=O)Nc1ccc2cn[nH]c2c1	6.5%
COc1ccccc1NC(=O)CSc1nnc(C)n1CCc1ccccc1	-1.2%
COC(=O)CSc1nnc(CNC(=O)Cc2ccccc2)n1C	3.0%
COC(=O)c1[nH]c2cccc(Cl)c2c1NC(=O)CN1CCCCC1C (stereo not given)	-3.4%
Fc1ccc(-c2cc3nc4c(c(N5CCOCC5)n3n2)CCCC4)cc1	5.6%
O=C(C1CC1)N1CCN=C1SCc1ccccc1	7.8%
c1ccc2c(c1)[I+]c1ccccc1-2	-5.5%&1.7%
O=C(Cc1cccs1)NCc1cn2ccccc2n1	7.3%
CC(=O)c1cc(CN2C(=O)CCC2=O)cs1	4.8%
O=C(Nc1cccc(O)c1)c1cc(S(=O)(=O)N2CCCC2)ccc1Cl	5.1%
COc1cc(OC)cc(-n2nnnc2SCC(=O)N2CCCc3ccccc32)c1	-4.5%
OC(CN(c1ccccc1)c1ccccc1)Cn1cnc2ccccc21 (stereo not given)	-1.6%
O=c1c(-c2ccccc2)[n+]([O-])c2ccccc2n1O	-0.6%
CCn1c2ccccc2c2cc(NC(=O)CSc3nnnn3-c3ccccc3)ccc21	0.7%
COc1ccc(C2N(c3ccc(Cl)cc3)C(=O)C3CCCN32)cc1 (stereo not given)	5.1%
CN(C)c1ccnc2sc(C(=O)NCc3ccccc3)c(N)c12	5.5%
c1ccc(-c2cc(-c3nn4c(-c5ccco5)nnc4s3)c3ccccc3n2)cc1	-4.3%
O=C(COc1ccc2oc(-c3ccccc3)cc(=O)c2c1)NCc1ccco1	-1.0%
CCC(C)NC(=O)CC1Oc2ccc(C)cc2NC1=O (stereo not given)	12.6%
CCOc1ccccc1CNS(=O)(=O)c1ccc2[nH]c(=O)sc2c1	-4.0%
CCc1ccc2oc(=O)cc(CN3CCN(c4ccc(F)cc4)CC3)c2c1	-5.1%
CCOc1ccc(-n2c(Cc3ccccc3)nnc2SCc2c(C)noc2C)cc1	-2.2%
Cn1c(=O)[nH]c(=O)c2c1nc(N1CCCCCC1)n2CCN1CCCCCC1	8.4%
C=CCn1c(C(C)NC(=O)C(C)(C)C)nc2ccccc21 (stereo not given)	-4.7%
COc1cccc(NC(=O)CN2C(=O)C3(OCCCO3)c3ccccc32)c1	-0.6%
COc1cc(NC(=O)C(F)(F)F)cc(OC)c1	8.4%
C=CCn1c(=O)/c(=C\c2ccsc2)s/c1=C(/C#N)C(=O)NCCN1CCOCC1	0.2%
O=C(NC1CCCc2ccccc21)C1CCN(c2c(N3CCCC3)c(=O)c2=O)CC1 (stereo not given)	10.9%
O=C(Nc1ccc(-c2nnc(-c3ccccc3)o2)cc1)C1CCCO1 (stereo not given)	-3.5%
O=C(Nc1cccc(F)c1)N1CC2(CCN(C(=O)Oc3ccccc3)CC2)C1	1.2%
COC(=O)CSc1nnnn1-c1cccc2ccccc12	-3.1%
CCS(=O)(=O)NCc1csc(C)n1	-0.8%
CC(C)(C)n1ncc2c(=O)n(CC(=O)c3ccccc3)cnc21	6.4%
COc1cccc2c1OC1(C)CC2/C(=C(\C)O)C(=O)N1 (stereo not given)	16.7%
O=C1Nc2ccccc2OC1CC(=O)N1CCN(c2cccc(C(F)(F)F)c2)CC1 (stereo not given)	-9.5%
CC(C)NC[C@H](O)c1ccc(N)c(C#N)c1	-0.6%
O=S(=O)(c1ccc(F)cc1)N1CCN(c2ncnc3c2cnn3-c2ccccc2)CC1	12.5%
CCOC(=O)C1(C(F)(F)F)N=C(c2cccnc2)OC(N2CCOCC2)=N1 (stereo not given)	1.0%
COc1ccc(-n2c(SCC(=O)N3CCCC3)nc3c([nH]c4ccccc43)c2=O)cc1	10.1%
COc1ccc(C)cc1NC(=O)CSc1nnc(COc2ccc(C)cc2)n1Cc1ccco1	-3.9%
CC/C(=C(\c1ccccc1)c1ccc(OCCN(C)C)cc1)c1ccccc1	3.4%
O=C(CN(Cc1cccs1)C(=O)CSc1nnc(COc2ccccc2)o1)NC1CCCC1	-4.5%
O=S(=O)(c1cccc(C(F)(F)F)c1)N1c2ccccc2-n2cccc2[C@H]1c1cccnc1	0.1%[5.75 µM]
Cc1onc(-c2ccccc2Cl)c1C(=O)N1CCN(C/C=C/c2ccccc2)CC1	2.4%
COc1ccccc1NC(=O)C(C/C=C(\C)Cl)C(C)=O (stereo not given)	10.5%
COc1ccc2c(c1)c1ncn(CCN3CCCC3)c(=O)c1n2C	-1.3%
CN(C)c1nccc(Nc2ccccc2)c1C#N	-2.2%
Cn1nnnc1SCC(=O)Nc1ccccc1N1CCOCC1	-2.6%
COCCNc1nc(C)nc2c1nc(-c1ccccc1)n2CCCN1CCCCC1C (stereo not given)	13.6%

(continued)
structure	AmpC inh det
O=c1cc(C23CC4CC(CC(C4)C2)C3)[nH][nH]1	-0.4%
CC(=O)NC1=NC(=O)CS1	-3.0%
c1ccc(-n2ncc3c(NCCN4CCCCC4)ncnc32)cc1	3.0%
COCc1cc(C)nc(N2CCc3ccccc32)c1C#N	-2.4%
O=C1c2oc3ccccc3c(=O)c2C(c2cccnc2)N1CCCN1CCOCC1 (stereo not given)	2.0%
CCCn1c(=O)c2ccccc2n2c(Sc3nnnn3-c3ccccc3)nnc12	-0.2%
CS(=O)(=O)c1ccc([C@H](O)[C@H](CF)NC(=O)C(Cl)Cl)cc1	12.7%[12.8 µM]
COc1cc2[nH]c(=O)n(CCC(=O)N3CCc4ccccc4C3)c(=O)c2cc1OC	-3.1%
COCCCNC(=O)C1CCN(S(=O)(=O)c2c(C)noc2/C=C\c2ccc(OC)cc2)CC1	-3.5%
Cc1ccc2cc(C#N)c(NCCNC(=O)C3CC3)nc2c1C	-2.8%
O=C(Nc1cccc(-c2nnc(-c3ccccc3)o2)c1)c1ccco1	7.6%
CC(=O)Nc1cc2c(cc1C(C)=O)OCCO2	-1.6%
CCOC(=O)c1[nH]c(CSc2nnnn2-c2ccccc2C)c(C(=O)OCC)c1C	2.0%
COc1ccc(OC(=O)c2ccncc2)cc1	3.2%
COC(=O)c1ccc(C2C(C(=O)OCC(C)C)=C(C)N=C3SCCC(=O)N32)cc1 (stereo not given)	7.9%
CCOC(=O)c1sc(=S)n(Cc2ccccc2)c1N	-0.6%
Cc1oc(C(C)(C)C)cc1C(=O)Nc1ccc(C(=O)O)cc1	9.8%
CN1C(=O)C2(c3ccccc31)N(C)CC(c1ccccn1)C21SC(=S)N(Cc2ccco2)C1=O (stereo not given)	-1.7%
CCC(C)(C)n1nnnc1CN(Cc1cc2cc(OC)c(OC)cc2[nH]c1=O)C1CCCC1	-2.1%
Cc1ccc(CCNC(=O)NC(C)(C)C)cc1	-0.5%
O=C(CSc1nnc(-c2ccncc2)n1Cc1ccco1)OC1CCCCC1	-2.0%
NC(=O)C1(N2CCCCC2)CCN(c2ccc3nnc(-c4ccccc4)n3n2)CC1	12.4%
CCc1ccc(CN2C(=O)CCC2(C)C(=O)NC2CCCC2)cc1 (stereo not given)	1.5%
CCCCOC(=O)c1ccc(Nc2ncnc3nc[nH]c23)cc1	9.4%
CCOC(=O)c1c(NC(=O)CSc2nnc(CNc3ccc(F)cc3)o2)sc(C(C)=O)c1C	-2.5%
CCOC(=O)N1CCN(c2c(NCCN3CCN(Cc4ccccc4)CC3)c(=O)c2=O)CC1	11.6%
Clc1ccc(-c2nnc3sc(-c4ccc(Br)o4)nn23)c(Cl)c1	-3.0%
CC(=O)N1CCN(S(=O)(=O)c2cccc(C(=O)Nc3nc4ccccc4[nH]3)c2)CC1	-1.9%
CCc1nc2c(sc3nc4c(cc32)COC(C)(C)C4)c(=O)n1Cc1ccco1	18.6%
COc1ccc(CNc2ccc3c(c2)nc(C)n3C)cc1	7.5%
C/C(=C\c1ccc(C(=O)O)cc1)c1ccc2c(c1)C(C)(C)CCC2(C)C	1.5%&-4.6%
CC(C)C(c1nnnn1C1CCCC1)N(C)C1CCCCC1 (stereo not given)	-3.2%
Cc1cccc(NC(=O)CC2CCC2)c1	-4.4%
C/C=C1\C(=O)C[C@H]2[C@@H]3CCC4=CC(=O)CC[C@]4(C)[C@H]3CC[C@]12C	10.0%
O=C(NCc1ccco1)c1cc(-c2ccco2)on1	-4.6%
Cc1nnc(SCc2cn3ccsc3n2)n(N)c1=O	-1.0%
COc1cc(C2NC(=O)NC(O)(C(F)(F)F)C2C(=O)c2ccc(Cl)cc2)ccc1O (stereo not given)	18.7%
Cc1cc(=O)oc2ccc(OCC(=O)N3CCC(C)CC3)cc12	-4.5%
O=C(CN(Cc1ccccc1Cl)C(=O)Cn1nnc(-c2cccs2)n1)NCC1CCCO1 (stereo not given)	6.7%
Cc1cccc(Nc2nc(N)nc(CN3CCC(C)CC3)n2)c1C	-7.1%
COc1ccc(NC(=O)N2CCCc3ccccc32)cc1	0.5%
COc1ccc(C(=O)N2CCC3(CCCN(Cc4ccccc4)C3)CC2)cc1	-0.3%
CCNc1nc(NCC)n2c(SCc3nc4ccccc4c(=O)[nH]3)nnc2n1	9.8%
Clc1cccc(-c2nnc(SCc3nc4ccccc4[nH]3)n2Cc2ccco2)c1	2.9%
Cc1c(C(=O)Nc2ccccc2Cl)oc2ccc(S(=O)(=O)N3CCC4(CC3)OCCO4)cc12	0.0%
Cc1cccc(-c2noc(CN(C(C)C)S(=O)(=O)c3ccc(F)cc3)n2)c1	-8.0%
COC(=O)C1(C(O)C(=O)c2ccc(C)cc2C)CCCCC1 (stereo not given)	-0.5%
OCCSc1ncnc2c1oc1ccccc12	13.4%
CCN(CC)CCn1ncc2c(N)ncnc21	-3.6%[5.75 µM]
O=C(Nc1ccc(Oc2ccc(S(=O)(=O)N3CCOCC3)cn2)cc1)c1ccco1	-3.1%

Single entries from the results shown:
Reading of CCc1nc2c(sc3nc4c(cc32)COC(C)(C)C4)c(=O)n1Cc1ccco1 in AmpC inh det: 18.6%
Reading of Cc1cccc(NC(=O)CC2CCC2)c1 in AmpC inh det: -4.4%

Carrying on.
structure	AmpC inh det
COc1cccc(C2CC(=O)N3CN(c4ccccc4F)CSC3=C2C#N)c1 (stereo not given)	8.1%
CCOC(=O)Cc1csc(NC(=O)CSc2nnc(C(C)C)n2C)n1	-1.0%
CCc1ccccc1NC(=O)C(Cc1cccc(OC)c1OC)c1nn[nH]n1 (stereo not given)	8.2%
C=CCn1c(SCC(=O)c2cc(C)n(Cc3cccs3)c2C)nnc1-c1ccncc1	-5.5%
CCOC(=O)/C=C1\SCC(=O)N1CC(=O)NC1CCCCC1	-3.7%
CC1CCN(c2ccc(C(=O)O)cc2N)CC1	-5.2%
